D2 ag: activates the human D2 dopamine receptor; HEK293 T-REx D2 cells, calcium flux agonist mode; 0.53% of 340,000 active; activation, % at 2 µM; P14416;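 active means activation over 3 SD above normal in the single-dose calcium agonist read, cut at about 30% in these data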; further: 0% is about no effect
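Tetracycline-induced HEK293 Trex cells with D2 receptor force-coupled to calcium signaling, plated overnight at 30 C and loaded with no-wash calcium dye. Calcium flux read kinetically for 180 s after compound addition; responses flag agonists.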
PI4K2A inh: inhibitors of human PI4K2A; Q9BTU6; purified PI4K2A, ADP-Glo luminescence, 1 h; stronger effect = lower value; activity change, negative = inhibition, % at 76.9 µM; 0.13% of 420,000 active; AID 1346378; in the data active means activity change below about -50%; inconclusive means mostly about -30% to -49%;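 further: -100% = wells without enzyme as full effect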
Target sequence (Q9BTU6 whole entry, looked up): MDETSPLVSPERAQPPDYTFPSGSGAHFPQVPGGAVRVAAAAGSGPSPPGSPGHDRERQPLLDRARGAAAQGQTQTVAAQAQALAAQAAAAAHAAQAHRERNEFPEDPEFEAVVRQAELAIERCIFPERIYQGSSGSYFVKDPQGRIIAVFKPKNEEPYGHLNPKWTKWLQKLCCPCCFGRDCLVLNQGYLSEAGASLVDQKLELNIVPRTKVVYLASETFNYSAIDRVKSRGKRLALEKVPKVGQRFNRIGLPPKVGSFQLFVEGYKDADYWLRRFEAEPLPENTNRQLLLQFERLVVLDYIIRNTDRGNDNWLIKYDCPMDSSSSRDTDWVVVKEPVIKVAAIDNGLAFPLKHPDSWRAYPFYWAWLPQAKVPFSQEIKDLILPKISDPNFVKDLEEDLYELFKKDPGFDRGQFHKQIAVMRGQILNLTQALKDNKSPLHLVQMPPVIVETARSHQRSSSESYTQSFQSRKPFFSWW
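In this quantitative HTS, ADP production by PI4K2A was quantified luminescently after 1 h at ambient temperature; 100 microM adenosine served as plate-quality control.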
USP1-UAF1 inh: inhibitors of human USP1/UAF1 deubiquitinase. 0.23% of 390,000 active. O94782. Potency, µM (titrated, usually from 57.1 µM), for inactives: top-dose activity change, negative = inhibition, hits mostly inhibitors. recombinant USP1/UAF1, Ub-Rhodamine cleavage fluorescence; further: potency means the concentration at half of the fitted maximal effect; on the % scale 0 is the no-effect control and ±100 the full control effect; nearly all actives have a fitted effect of over 60% in size; inactives centre near -12
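Step one: compound is pinned into 1nM USP1/UAF1 in HEPES pH 7.8 buffer with TCEP. Step two: 15 min room-temperature incubation. Step three: Ub-Rho (150nM final) starts cleavage, tracked by fluorescence over six one-minute reads.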
TRHR agonist: agonists of human TRH receptor; TRHR cells, calcium flux fluo-8, FDSS agonist mode; activation, % at 2 µM; 0.18% of 360,000 active; in the data active means activation above about 30%; further: 0% is about no effect
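In this calcium-flux screen, cells bearing human TRHR are dye-loaded with fluo-8, baselined for 10 cycles, then exposed to library compounds; positive kinetic calcium responses during the agonist phase mark hits, with TRH as control.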
D2 antagonist: antagonists of human D2 dopamine receptor; AID 485344; HEK293 TREx D2 cells, calcium flux, dopamine EC80; 2% of 340,000 active; inhibition, % at 10 µM; P14416; in the data active means inhibition above about 30%; further: 0% is about no effect
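HEK293 T-REx D2 cells, tet-induced, calcium dye no-wash. Cpd pintool add, 180 s kinetic, then EC80 DA, 180 s kinetic. Ca flux read.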
mIDH1 inhibitor: inhibitors of human mutant IDH1 R132H; IDH1-R132H enzyme, NADPH consumption, diaphorase/resazurin fluorescence; 0.093% of 390,000 active; Potency, µM (doses to about 76.6 µM), for inactives: at the top dose activity change, negative = inhibition, hits mostly inhibitors; O75874; AID 602179; further: potency means the concentration at half of the fitted maximal effect; on the % scale 0 is the no-effect control and ±100 the full control effect; nearly all actives have a fitted effect of over 65% in size
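IDH1-R132H (0.5 ug/mL dispensed) in pH 7.5 Tris buffer was preincubated 30 min with compound, then given a substrate mix of 0.016 mM NADPH and 2 mM alpha-KG for 80 min at room temperature; remaining NADPH was read by diaphorase/resazurin fluorescence.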
TRHR PAM: allosteric enhancers of human TRH receptor; TRHR cells, fluo-8 calcium fluorescence, EC20 TRH enhancement; enhancement, % at 2 µM; 0.66% of 360,000 active; in the data active means enhancement above about 30%; further: 0% is about no effect
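Enhancer read-out: after compound pinning and an initial kinetic agonist-mode read, an EC20 of TRH (10 nM final) was injected and fluo-8 calcium signal (Ex 480/Em 530) followed at 1 s/cycle for 100 cycles in TRHR-expressing cells.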
TrxR1 substrate: is turned over as a substrate by rat TrxR1. 0.01% of 390,000 active. Potency, µM (top dose mostly 114 µM), without a hit: top-dose activity change, negative = substrate turnover. purified TrxR1 substrate turnover, NADPH consumption readout; further: potency means the concentration at half of the fitted maximal effect; on the % scale 0 is the no-effect control and ±100 the full control effect; nearly all actives have a fitted effect of over 50% in size
Target sequence (O89049 whole entry, looked up): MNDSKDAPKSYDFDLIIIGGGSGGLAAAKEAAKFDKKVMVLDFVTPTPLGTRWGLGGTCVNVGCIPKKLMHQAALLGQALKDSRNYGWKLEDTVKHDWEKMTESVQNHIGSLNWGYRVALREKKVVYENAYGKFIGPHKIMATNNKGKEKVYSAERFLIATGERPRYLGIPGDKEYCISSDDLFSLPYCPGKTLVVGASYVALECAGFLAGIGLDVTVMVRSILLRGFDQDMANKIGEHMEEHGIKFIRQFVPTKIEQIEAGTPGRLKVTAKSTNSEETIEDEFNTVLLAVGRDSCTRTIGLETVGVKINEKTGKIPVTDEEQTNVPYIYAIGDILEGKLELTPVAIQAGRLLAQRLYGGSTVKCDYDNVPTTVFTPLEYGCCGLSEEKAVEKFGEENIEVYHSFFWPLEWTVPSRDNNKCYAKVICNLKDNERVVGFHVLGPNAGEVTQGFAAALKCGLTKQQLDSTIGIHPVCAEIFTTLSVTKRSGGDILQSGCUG
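Rat TrxR1, dispensed at 90 nM, was prereduced with 400 uM NADPH (final) for 5 min at ~22 deg C, then incubated with compound 15 min before 400 uM selenite. A first-read NADPH fluorescence drop versus no-compound background flagged substrates.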
TrxR1 inh: inhibitors of rat thioredoxin reductase 1. O89049. recombinant rTrxR1, NADPH fluorescence consumption, selenite substrate. Potency, µM (titrated, usually from 114 µM), for the others: at the highest dose activity change, negative = inhibition, most hits filed as inhibitors. 1% of 390,000 active; further: potency means the concentration at half of the fitted maximal effect; on the % scale 0 is the no-effect control and ±100 the full control effect; nearly all actives have a fitted effect of over 65% in size
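Rat TrxR1 (90 nM in the dispensed reagent) was pre-reduced with 400 uM NADPH for 5 min at room temperature, then incubated with compound for 15 min. After 400 uM selenite was added, NADPH fluorescence (Ex 340/Em 450 nm) was followed for 8 min.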
* = called active by the depositor; ? = inconclusive; nt = not tested or not shown; & = joins results of further samples; [ ] = another dose, or the depositor's remark. Unless noted, the call rests on the fitted dose curve; in most records, active means well fitted inhibition curve with a large enough effect; inconclusive means small, poorly fitted or top-dose-only effect; inactive means no such curve, though single readings can be large or run the other way.

SMILES	D2 ag	PI4K2A inh	USP1-UAF1 inh	TRHR agonist	D2 antagonist	mIDH1 inhibitor	TRHR PAM	TrxR1 substrate	TrxR1 inh
O=C(N/N=C/c1ccccn1)c1ccc(Br)cc1	0.7	0	-10%	0.9	20	0%	-1	-11%	-11%
Cc1onc(-c2c(F)cccc2Cl)c1C(=O)N1CCN(c2ncccn2)CC1	-0.8	5	-10%	1.3	7	-6%	-6	1%	-11%
Cc1ccc(-c2csc(N/N=C/C=C/c3ccccc3)n2)cc1	-1.9	0	4%	-0.3	-1	-1%	1	-3%	-18%
Cc1nn2c3c(cnc2c1-c1ccccc1)C(=O)CC(c1ccco1)C3 (stereo unspecified)	0.3	4	-22%	-1.2	11	2%	0	-5%	?
Clc1c(OCCCn2ccnc2)ccc2ccccc12	0.1	-4	0%	-0.4	3	-4%	5	-6%	1%
O=C(c1ccco1)N1C(=O)c2cccc3cccc1c23	0.0	-3	-16%	1.3	17	4%	0	-8%[57.1 µM]	11%[57.1 µM]
Cc1nc2[nH]c(=S)[nH]c2cc1Br	nt	3	-5%	0.0	nt	2%	-3	-8%	-16%[57.1 µM]
COc1ccc(/C=C/C(=O)C(C)(C)C)cc1OC	0.9	4	-6%	-1.0	-6	7%	-1	-10%	-1%[57.1 µM]
O=c1c2ccccc2nc(-c2ccc(Cl)cc2)n1CCCCOc1ccc(F)cc1	3.3	1	-1%	2.6	nt	-7%	3	1%	0%
CC(C)[C@H](NC(=O)c1ccccc1Cl)C(=O)Nc1ccc(S(=O)(=O)Nc2nccs2)cc1	nt	-2	-10%	nt	nt	?	nt	-5%	19%
COc1cccc2cc(C(=O)NCCc3c[nH]c4ccccc34)c(=O)oc12	0.6	?	-8%	-0.1	9	2%	0	-8%	2%
CCOC(=O)c1ccc(N=C2SC(C(=O)NCCc3ccccc3)CC(=O)N2C)cc1 (stereo unspecified)	0.4	1	-15%	0.9	-9	4%	-1	1%	18%

Quoted from the listing:
USP1-UAF1 inh result of CCOC(=O)c1ccc(N=C2SC(C(=O)NCCc3ccccc3)CC(=O)N2C)cc1 (stereo unspecified) : -15%
TRHR agonist result of Cc1nc2[nH]c(=S)[nH]c2cc1Br : 0.0

Other records:
SMILES	D2 ag	PI4K2A inh	USP1-UAF1 inh	TRHR agonist	D2 antagonist	mIDH1 inhibitor	TRHR PAM	TrxR1 substrate	TrxR1 inh
O=C(CNC(=O)C1CC(=O)N(c2cccc3ccccc23)C1)Nc1ccccc1Br (stereo unspecified)	1.5	-5	-13%	0.0	-37	13%	8	3%	2%
Cc1ccc(N2C(=O)C3C(C2=O)C(C(=O)c2ccc(Cl)cc2)N2CCCC32)cc1 (stereo unspecified)	3.2	1	-9%	5.3	33*	1%	-1	-10%	5%[57.1 µM]
COc1ccc(Oc2nc3ccccc3n(C)c2=O)cc1	0.2	1	-6%	-0.5	0	8%	-8	8%[57.1 µM]	18%[57.1 µM]
Cn1c(CNC(=O)c2cccs2)nnc1SCC(=O)Nc1ccc(Cl)cc1	0.8	0	-11%	0.2	26	1%	-3	4%	12%
CCC1NC(=O)c2cc(S(N)(=O)=O)c(Cl)cc2N1 (stereo unspecified)	-1.3	33&-3	-25%	0.1	-15	16%	-2	22%	0%
Clc1cccc(-n2ncc3c(NCCCn4ccnc4)ncnc32)c1	0.6	0	-8%	-0.2	nt	-8%	-6	2%[57.1 µM]	6%[57.1 µM]
COc1ccc(-n2cc(CN(C)C3CCOCC3)c(-c3cccc(F)c3)n2)cc1	1.3	3	-15%	1.8	5	1%	-3	10%[57.1 µM]	1%[57.1 µM]
CN(Cc1ccc(F)cc1Cl)S(=O)(=O)c1cccs1	-0.2	1	-15%	-1.7	5	13%	-1	-4%[0.457 µM]	22%
CCOc1cccc(CC(=O)N2CCc3c([nH]c4ccc(OC)cc34)C2c2ccc(F)cc2)c1OCC (stereo unspecified)	0.2	5	?	0.2	nt	-1%	-1	-1%	23%
CN(C)C(CNC(=O)c1ccc(Cl)c(S(=O)(=O)N2CCCCCC2)c1)c1ccccc1 (stereo unspecified)	1.3	-10	-12%	0.8	-16	14%	-4	2%	5%
CC(C)c1nc(SCC(=O)N2CCCC2)c2c(=O)n(C)c(=O)n(C)c2n1	nt	0	-9%	nt	nt	8%	nt	15%[57.1 µM]	37%
COc1ccc(N2CCN(C(=O)CCCn3nnnc3CN3CCOCC3)C(C)C2)cc1 (stereo unspecified)	-0.1	0	-3%	0.0	16	4%	-3	2%	4%
O=C(NN=C1CCCC1)c1ccccc1[N+](=O)[O-]	-0.1	1	-16%	0.9	11	-10%	-7	-9%	-16%
COC(C[C@H]1O[C@H]1[C@@H](O)COCc1ccccc1)OC	-0.5	-1	-28%	0.0	7	6%	1	-5%[57.1 µM]	15%[57.1 µM]
COc1cc(NC(=O)c2ccccc2)c(OC)cc1NC(=O)CN1CCN(c2ccccn2)CC1	1.8	-11	-24%	1.7	-3	-3%	-3	1%[57.1 µM]	11%[57.1 µM]
O=[N+]([O-])c1cccc(S(=O)(=O)Nc2ccc3cn[nH]c3c2)c1	nt	5	-17%	nt	nt	7%	nt	-5%	-4%
CC1CCCN(C(=O)c2ccncc2)C1 (stereo unspecified)	1.4	1	-11%	-0.2	10	2%	5	0%	-3%
Cc1cccc(NC(=O)CSc2nc(=O)n(CCN3CCOCC3)c3c2CCC3)c1C	-0.7	-3	-10%	-0.3	nt	-13%	-2	2%[57.1 µM]	22%[57.1 µM]
CN(C)S(=O)(=O)c1cccc(NC(=O)/C=C/c2ccccc2[N+](=O)[O-])c1	0.6	-12	-8%	0.1	-11	5%	14	8%[57.1 µM]	7%[57.1 µM]
Nc1nc(NCC2CCCO2)nc(Nc2ccc(F)cc2)c1[N+](=O)[O-] (stereo unspecified)	-1.3	7	-12%	-3.4	-20	6%	12	-1%	6%
C=CCc1c(Cl)nc(C)nc1NCc1ccccc1	-0.3	3	-22%	0.0	-5	-3%	-11	-5%	-2%
CC(=O)c1cccc(NC(=O)NC2CCCCCCC2)c1	0.7	0	-22%	0.7	1	2%	3	-5%	-11%
COc1ccc(OCc2nc3c4c(-c5ccccc5)c(-c5ccccc5)oc4ncn3n2)cc1	-1.7	-1	-4%	-1.1	nt	14%	4	8%	26%
Cc1csc2ncc(C(=O)Nc3ccon3)c(=O)n12	0.0	-1	-2%	0.0	-2	4%	-5	392%[activator]	49%[activator]

Part of the list above, limited to mIDH1 inhibitor, PI4K2A inh and D2 antagonist:
SMILES	mIDH1 inhibitor	PI4K2A inh	D2 antagonist
CC(=O)c1cccc(NC(=O)NC2CCCCCCC2)c1	2%	0	1
COc1ccc(OCc2nc3c4c(-c5ccccc5)c(-c5ccccc5)oc4ncn3n2)cc1	14%	-1	nt
Cc1csc2ncc(C(=O)Nc3ccon3)c(=O)n12	4%	-1	-2

(more compounds)
SMILES	D2 ag	PI4K2A inh	USP1-UAF1 inh	TRHR agonist	D2 antagonist	mIDH1 inhibitor	TRHR PAM	TrxR1 substrate	TrxR1 inh
COC(=O)[C@@H]1CCCN1C(=O)[C@@H](NC(=O)OC(C)(C)C)C(C)C	nt	7	5%	nt	nt	10%	nt	2%&-3%	14%[57.1 µM]
COc1cc(/C=N/NC(=O)c2cccnc2)ccc1OC(=O)c1ccc([N+](=O)[O-])cc1	0.6	-2	-1%	-0.3	2	-4%	16	-9%	-5%
CN1CCN(/N=C/c2nc(-c3ccc(Cl)cc3)n3ccccc23)CC1	-1.1	7	-3%	-0.2	-13	5%	5	11%[57.1 µM]	-79%
COc1ccc(NC(=O)Nc2c(C)n(C)n(-c3ccccc3)c2=O)c(OC)c1	0.0	0	-9%	1.4	-5	17%	1	-8%	?
CCOC(=O)Cc1cc(=O)n2[nH]c(C(C)(C)C)cc2n1	-0.4	1	-20%	-0.3	4	28%	-5	18%	15%[11.4 µM]
Cc1sc2nc(CC(=O)N3CCCC3)[nH]c(=O)c2c1C	0.3	-5	-16%	0.0	-6	-5%	-2	-8%	-2%
c1ccc(NCCCNc2ccccc2)cc1	0.2	-1	-22%	-1.0	13	3%	-3	-5%[57.1 µM]	26%[57.1 µM]
COc1ccc(S(N)(=O)=O)cc1C(=O)NNC(=O)c1cccc(S(=O)(=O)N2CCOCC2)c1	nt	-1	-8%	nt	nt	3%	nt	-14%	-22%
Clc1ccc(Cc2noc(-c3cccs3)n2)cc1	-0.9	2	-18%	-0.2	-1	3%	27	8%[57.1 µM]	21%
O=C(Cn1nc(Cl)nc1Cl)c1ccc2c(c1)OCCO2	0.2	4	1%	-0.1	2	-9%	0	-4%[57.1 µM]	1%[57.1 µM]
COCCOC(=O)C1=C(C)NC(=O)NC1c1c(F)cccc1Cl (stereo unspecified)	-0.4	3	-24%	0.0	7	3%	2	8%	31%
COc1cc(CN2CCN(CCCc3ccccc3)C(CCO)C2)cc(OC)c1O (stereo unspecified)	20	0	-22%	0.6	8	0%	3	3%	-28%

Entries of single compounds, quoted from the list:
c1ccc(NCCCNc2ccccc2)cc1 across the screens: D2 ag: 0.2; PI4K2A inh: -1; USP1-UAF1 inh: -22%; TRHR agonist: -1.0; D2 antagonist: 13; mIDH1 inhibitor: 3%; TRHR PAM: -3; TrxR1 substrate: -5%[57.1 µM]; TrxR1 inh: 26%[57.1 µM]
O=C(Cn1nc(Cl)nc1Cl)c1ccc2c(c1)OCCO2 across the screens: D2 ag: 0.2; PI4K2A inh: 4; USP1-UAF1 inh: 1%; TRHR agonist: -0.1; D2 antagonist: 2; mIDH1 inhibitor: -9%; TRHR PAM: 0; TrxR1 substrate: -4%[57.1 µM]; TrxR1 inh: 1%[57.1 µM]

Other results
SMILES	D2 ag	PI4K2A inh	USP1-UAF1 inh	TRHR agonist	D2 antagonist	mIDH1 inhibitor	TRHR PAM	TrxR1 substrate	TrxR1 inh
COC(=O)c1cnn2c(C)c(Cc3cccc(F)c3)c(C)nc12	0.3	-3	2%	-0.2	1	-7%	-5	95%[activator]	56%[activator]
CC(C(=O)Nc1ccc(Br)cc1)N(C)CC(=O)NCc1ccco1 (stereo unspecified)	-0.2	1	-20%	-1.1	4	-3%	-13	-2%	-12%
O=C1Nc2ccccc2/C1=N/N=C/c1ccc(-c2ccc([N+](=O)[O-])cc2)o1	2.1	-3	-19%	-0.1	6	11%	-6	-6%	-6%
O=C1NCCCC1C(=O)NCCN1C(=O)CCC1=O (stereo unspecified)	0.5	1	4%	0.7	-14	6%	0	-11%	-6%
